High-throughput results as filed in PubChem.
Artemis endo inh: Artemis (human) endonuclease inhibition. recombinant Artemis, quenched FAM hairpin cleavage fluorescence. inhibition, % at 10 µM. 30,000 compounds, 0.78% hits. AID 686954;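 active = at 10 µM dose, at least 30% inhibition, measured as corrected fluorescence normalized to stimulator and neutral control wells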
Target sequence (Q96SD1 whole entry, looked up): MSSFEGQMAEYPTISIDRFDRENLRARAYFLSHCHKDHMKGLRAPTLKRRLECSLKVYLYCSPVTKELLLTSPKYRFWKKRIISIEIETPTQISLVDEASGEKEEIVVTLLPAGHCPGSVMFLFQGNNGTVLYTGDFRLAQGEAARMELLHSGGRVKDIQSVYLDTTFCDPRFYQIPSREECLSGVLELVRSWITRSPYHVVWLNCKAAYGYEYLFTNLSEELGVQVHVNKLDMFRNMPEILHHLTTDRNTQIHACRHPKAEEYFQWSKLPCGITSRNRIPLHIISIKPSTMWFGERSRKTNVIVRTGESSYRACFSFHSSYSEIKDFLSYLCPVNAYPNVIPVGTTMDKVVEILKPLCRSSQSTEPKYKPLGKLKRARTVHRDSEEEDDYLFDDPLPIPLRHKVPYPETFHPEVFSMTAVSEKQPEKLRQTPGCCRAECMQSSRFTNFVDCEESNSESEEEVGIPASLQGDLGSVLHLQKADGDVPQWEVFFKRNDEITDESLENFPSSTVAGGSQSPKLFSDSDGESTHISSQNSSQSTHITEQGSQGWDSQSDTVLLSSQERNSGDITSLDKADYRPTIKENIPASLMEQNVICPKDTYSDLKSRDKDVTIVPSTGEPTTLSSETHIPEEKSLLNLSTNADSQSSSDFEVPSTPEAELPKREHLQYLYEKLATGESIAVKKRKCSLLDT
* = called active by the depositor. This is a subset; the hit share may differ from the screen's.

Sample of the layout (2 entries):
SMILES	Artemis endo inh
C=C(C)Cn1c(SCC#N)nc2ccccc2c1=O	-2.0
C=CCn1c(N)c(C(=O)OCCC)c2nc3ccccc3nc21	39.7*

Main list, previewed entries included:
SMILES	Artemis endo inh
C=C(C)Cn1c(SCC#N)nc2ccccc2c1=O	-2.0
C=CCn1c(N)c(C(=O)OCCC)c2nc3ccccc3nc21	39.7*
CC(C)C(=O)NCCn1ccc2ccccc21	-5.8
O=C(C1CCN(S(=O)(=O)N2CCOCC2)CC1)N1CCN(c2ccccc2)CC1	-2.0
COCCNC(=O)CSc1nnc2c(Cl)cc(Cl)cn12	-3.1
COC(=O)CSc1nc2ncc(Cl)cc2[nH]1	3.7
CC(=O)NC(CCS(C)(=O)=O)C(=O)Nc1ccc(C)c(F)c1 (stereo not given)	-10.1
COc1ccc2cc3cc(C(=O)Nc4ccc5c(c4)OCCO5)oc3nc2c1	4.7
CCOc1cc(C)c(C(C)C)cc1S(=O)(=O)N1CCOCC1	-8.0
CN1CCN(CCCNC(=O)C2CCN(c3nnc(-n4cccc4)s3)CC2)CC1	-1.6
CC(=O)c1ccc2c(c1)C1C=CCC1C(c1ccncc1)N2 (stereo not given)	5.7
COC(=O)/C=c1/s/c(=C(\C#N)C(=O)NCc2ccco2)n(-c2ccc(C)cc2)c1=O	5.7
CS(=O)(=O)N1CCN(C(=O)c2ccccc2F)CC1	7.4
CCc1nnc(NC(=O)CSc2nc3cccnc3n2C2CCCCC2)s1	13.6
Cn1nnnc1SCC(=O)c1ccc(Br)s1	-2.6
Cn1c(=O)c2c(nc(SCCN3CCCCC3)n2C)n(C)c1=O	1.2
C=CCOc1ccccc1C1C2=C(CC(C)(C)CC2=O)Nc2c1c(=O)n(C)c(=O)n2C (stereo not given)	-4.9
COc1ccc(-c2cc(C(F)(F)F)n3nc(C(=O)N4CCOCC4)nc3n2)cc1	4.9
CC(C)(C)NC(=O)/C(=C\c1ccc(Br)cc1)NC(=O)c1cccs1	-7.6
O=c1ccsn1Cc1ccccc1	-4.6
CCN(C(=O)COC(=O)c1cc(C)n(-c2ccc(F)cc2)c1C)C1CCS(=O)(=O)C1 (stereo not given)	5.5
O=C1OCCC1Sc1nc(-c2ccccc2)cs1 (stereo not given)	8.8
O=C(c1ccco1)N1CCN(c2ncnc3scc(-c4ccccc4)c23)CC1	5.8
Cc1ccc(-c2c3c(=O)n(C)c(=O)n(C)c3cn2N2CCOCC2)cc1	0.0
Cc1[nH]c2ccccc2c(=O)c1CN(C)Cc1ccccc1	2.3
Cc1nnc(Sc2nc3ccccc3o2)c2ccccc12	3.8
Cc1ccc(-n2ncc3c(NCC4CCCO4)ncnc32)c(C)c1 (stereo not given)	-7.1
Cc1ccc(OCC2Cn3c(nc4c3c(=O)n(C)c(=O)n4C)O2)cc1 (stereo not given)	7.0
CCNc1nc2c(c(=O)n(Cc3ccccc3)c(=O)n2C)n1Cc1ccccc1	4.0
CNC(=O)c1snnc1-c1ccccc1	-7.4
O=C(O)C1CCCCC1C(=O)NCCc1ccc(Cl)cc1 (stereo not given)	1.3
CC/C(=N\NC(=O)c1ccncc1)C12CC3CC(CC(C3)C1)C2	3.5
Cc1nc2ccccn2c1C(=O)CSc1ccccc1Cl	1.6
O=C(O)CC1NC(=O)N(c2ccc(Cl)cc2)C1=O (stereo not given)	8.3
O=c1c2c(nc(NCCO)n1CC1CCCCC1)-c1ccccc1CC21CCCC1	11.2
CC(C)c1ccc(NC(=O)C2C3C=CC4(CN(CCCN5CCOCC5)C(=O)C24)O3)cc1 (stereo not given)	-3.9
COC(=O)Cc1nc2ccccc2[nH]1	-5.2
COc1ccccc1Oc1ccc2c(c1)C(=O)N(c1ccc(C)cc1)C2=O	6.2
Fc1ccc(CSc2nc3ncc(Br)cc3[nH]2)cc1	-0.6
CC(=O)Nc1ccc(S(=O)(=O)NNC(=O)COc2cccc(C)c2)cc1	-1.0
NC(=O)C1CCN(C(=O)CSCc2ccccc2Cl)CC1	0.6
CCOC(=O)C(C(=O)OCC)C1CCS(=O)(=O)C1 (stereo not given)	3.1
CC1CC(C)(C)CC2(C1)NC(=O)N(CC(=O)NCC(c1ccco1)N1CCCCC1)C2=O (stereo not given)	-1.7
CCCNC(=O)c1c(N)n(-c2ccc(S(N)(=O)=O)cc2)c2nc3ccccc3nc12	8.4
O=C(C1CC1)N1CCN=C1SCc1cccc(C(F)(F)F)c1	-3.1
N#CC1=C(SCC(=O)c2ccc(Cl)cc2)NC2=C(C(=O)CCC2)C1c1ccco1 (stereo not given)	10.6
O=C(CCn1cccc1)NCc1ccc(Cl)cc1	0.3
CN(C)CCCN1C(=O)C(O)=C(C(=O)c2cc3ccccc3o2)C1c1ccccc1 (stereo not given)	-0.6
CN(C)S(=O)(=O)c1cccc(CSc2cccc[n+]2[O-])c1	-3.1
CCOC(=O)C1CCCN(C(=O)C2CCC(CNS(=O)(=O)c3ccc(NC(C)=O)cc3)CC2)C1 (stereo not given)	5.2
N#Cc1cc(C(=O)c2cc(Cl)ccc2O)cn(CC2CCCO2)c1=O (stereo not given)	2.9
CC(c1nnc(SCC(=O)N2CCc3ccccc32)n1-c1ccc(Cl)cc1)N(C)C (stereo not given)	1.1
COC(=O)c1ccccc1NC(=O)c1ccccc1N(C)S(C)(=O)=O	-5.5
O=C(O)C1CC(=O)N(c2ccc3c(c2)OCCO3)C1 (stereo not given)	-2.3
CCC(c1nnnn1Cc1ccco1)N1CCN(c2cc(Cl)ccc2C)CC1 (stereo not given)	2.4
Cc1nn(C(C)C(=O)N2CCN(c3ccccn3)CC2)c(=O)c2cc3occc3n12 (stereo not given)	1.6
CN(C)/C=N/c1c(C#N)cnn1-c1nc2ccccc2s1	2.7
Cc1ccc2c(c1)C=CC(C)N2C(=O)c1ccccc1 (stereo not given)	-9.0
COc1cccc(OCc2cc(/C=N/NC(=O)c3ccn[nH]3)ccc2OC)c1	4.4
COc1ccc(C(N)CCc2ccco2)cc1 (stereo not given)	8.1

Random excerpt: four records from the list, in no set order.
SMILES	Artemis endo inh
CCC(c1nnnn1Cc1ccco1)N1CCN(c2cc(Cl)ccc2C)CC1 (stereo not given)	2.4
N#CC1=C(SCC(=O)c2ccc(Cl)cc2)NC2=C(C(=O)CCC2)C1c1ccco1 (stereo not given)	10.6
CC(c1nnc(SCC(=O)N2CCc3ccccc32)n1-c1ccc(Cl)cc1)N(C)C (stereo not given)	1.1
O=C(C1CC1)N1CCN=C1SCc1cccc(C(F)(F)F)c1	-3.1

(listing goes on)
SMILES	Artemis endo inh
Cc1cccc(Cn2c(C(C)(C)C)cc3cccnc32)c1	2.4
O=C(Nc1nccs1)c1cc(N2CCOCC2)nc2ccccc12	-1.5
CCCc1ccc(OCc2ccc(C(=O)N/N=C/c3cccc([N+](=O)[O-])c3)o2)c(OC)c1	-9.4
CCOC(=O)C1CCN(C(=O)Cc2cccs2)CC1	-6.6
CCCS(=O)(=O)N1CCCC(C(=O)NCCCN2CCCC2=O)C1 (stereo not given)	-1.1
O=C(CCCc1cccs1)N1CCN(S(=O)(=O)c2ccccc2Br)CC1	0.2
O=c1[nH]cnc2scc(-c3ccsc3)c12	2.5
CCOC(=O)C(=O)Nc1nnc(CCc2ccccc2)s1	-0.1
CCOC(=O)C1=C(c2ccccc2)NC(=S)NC1C (stereo not given)	-0.4
CCOc1ccc(N(CC(=O)NC2CCCCC2)C(=O)CNC(=O)c2ccco2)cc1	3.6
COc1cccc(NC(=O)COc2ccccc2C(N)=O)c1	-0.8
CC(=O)C1=NOC(CNC(=O)c2c(-c3ccccc3Cl)noc2C)C1 (stereo not given)	-0.4
COc1cccc(C2c3c(oc4ccccc4c3=O)C(=O)N2CCCN(C)C)c1OC (stereo not given)	-4.9
O=C1CC(Cc2ccc(Cl)cc2)C(=O)N1c1ccncc1 (stereo not given)	-3.5
CCC(=O)N1CCc2cc(S(=O)(=O)CCC(=O)Nc3ccc(F)c(F)c3)ccc21	6.5
O=C(NCc1ccccc1)c1ccc(=O)[nH]n1	-9.6
CCCC(=O)N1CC2(C)CN(C(=O)CCC)CC(CCC)(C1)C2=O	9.4
Cc1cccc(-n2c(N)c(C(=O)N3CCN(C)CC3)sc2=S)c1	4.6
O=C(/N=C1\NC(=O)C(F)(C(F)(F)F)S1)NC1CCCCC1 (stereo not given)	-6.5
Cc1cccc(C)c1-n1nnnc1C1(Nc2ccccc2)CCCCC1	10.2
CSCCC1NC(=O)N(CC(=O)Nc2cccc3ccccc23)C1=O (stereo not given)	-8.0
Cc1ccc2cc(C)c(NCCO)nc2c1	-10.3
Cc1ccnc(NS(=O)(=O)c2cccc3nsnc23)c1	-1.3
Cc1nn2c(CN(C(=O)c3ccco3)c3ccccc3)nnc2c2ccccc12	7.0
CCCOc1ccc2[nH]cc(C(=O)O)c(=O)c2c1	5.3
CCCN(CC1CC1)C(=O)Nc1ccccc1C	7.9
CCOC(=O)C1CCN(C(=O)CNC(=O)OC(C)(C)C)CC1	0.4
CC12CCC(C(N)=O)(c3nc4ccccc4nc31)C2(C)C (stereo not given)	-6.3
O=C(Nc1cccc2ccccc12)/C(Cl)=C/c1ccccc1	8.3
O=C(CSc1ccc(Cl)cc1)N1CCC(c2nc3ccccc3s2)CC1	0.5
O=C(Nc1ccc(Br)cc1)c1ccc(CSC2=NCCS2)cc1	-4.4
O=C(COc1ccc(Cl)cc1)NCc1nnc(SCC(=O)c2ccccc2)o1	2.4
CCOC(=O)c1cc2ccc(OC)c(OC)c2c(=O)s1	4.2
CCC(C)N(NC(C)=O)c1nc(Cl)nc(NC(C)(C)C)n1 (stereo not given)	-8.1
Cc1ccc(NC(=O)C(C)c2ccc(-c3ccccc3)c(F)c2)c(C)c1 (stereo not given)	-1.3
CCC(C)c1ccc(Nc2ncccc2C#N)cc1 (stereo not given)	-4.2
Cc1cccc(C)c1NC(=O)CSc1nnnn1-c1ccc(C(=O)O)cc1	-1.7
O=C(NC(=S)Nc1ccc(S(=O)(=O)N2CCCCC2)cc1)c1ccccc1	1.8
CC(C)(C)Nc1nc(Oc2ccc(=O)n(-c3ccccc3)n2)nc(N2CCOCC2)n1	-2.7
CCOC(=O)N1CCN(C(=O)Cn2ccc3ccccc3c2=O)CC1	6.0
COc1ccc(Br)cc1CNc1ccc(O)cc1	3.8
Cc1cc(C)n2nc(C(=O)Nc3nnc(C4CC4)s3)nc2n1	0.6
O=C(CCCn1c(=O)c2ccccc2n(Cc2ccccc2)c1=O)NCc1ccco1	-6.5
O=C(O)CCc1nn2c3ccccc3nc2n(CCN2CCCCC2)c1=O	-0.2
COc1cc(N/C=C(\C(C)=O)c2ccccc2)cc(OC)c1	-7.2
O=C1CC(N2CCC(c3nc4ccccc4s3)CC2)C(=O)N1 (stereo not given)	-4.7
Cc1ccc(C(=O)NC(=S)NCC2CCCO2)cc1 (stereo not given)	-9.8
COc1cccc(C2C=C(c3ccc(Br)s3)Nc3ncnn32)c1OC (stereo not given)	6.9
CCc1c(C)nc2cc(-c3ccc(OC)c(OC)c3)nn2c1NCC1CC1	5.0
O=C(O)c1n[nH]c2ccccc12	1.2
COc1ccc(/C=C(/C#N)C(=O)Nc2ccc(C)cc2C)cc1C(=O)O	-6.0
NC(=S)N/N=C\c1ccc(-c2cccc(Cl)c2Cl)o1	7.8
Cc1noc(C)c1C(=O)OCC(=O)Nc1cc(Cl)ccc1Oc1ccccc1	5.0
C=CCn1c(SCC(=O)Nc2ccc3c(c2)OCO3)nnc1-c1ccccc1	-0.3
COCCNc1oc(-c2ccc(Cl)cc2)nc1C#N	1.1
CCN(CC)c1nc(OCCNC(=O)Nc2ccccc2)nc(N(CC)CC)n1	10.6
O=C(NC(=S)Nc1ccc(S(=O)(=O)N2CCCCC2)cc1)c1ccc(Cl)cc1	-3.5
COCC(C)n1c(C)cc(C(=O)CN2C(=O)NC(Cc3c[nH]c4ccccc34)C2=O)c1C (stereo not given)	-2.7
O=C1Nc2ccc(Br)cc2C1(O)Cc1ccncc1 (stereo not given)	-1.1
OC(COCC1COc2ccccc2O1)CN1CCN(c2ccccc2F)CC1 (stereo not given)	-4.0

New compounds follow
SMILES	Artemis endo inh
COC(=O)C1(S(=O)(=O)c2cccc3nsnc23)CC1	2.0
CNC(=S)N/N=C1\C(=O)c2cccc3cccc1c23	2.5
COC(=O)C(NC(=O)c1ccccc1)(Nc1nccs1)C(F)(F)F (stereo not given)	-2.9
O=C(O)Cn1c(SCCOc2ccccc2F)nc2ccccc21	-8.1
CCOC(=O)CN1C(=O)C(=O)c2cc(C)ccc21	-2.2
COc1ccc(OC)c(C2c3c(oc4ccccc4c3=O)C(=O)N2CCCN(C)C)c1 (stereo not given)	20.7
CCOC(=O)c1cnc2ccccc2c1NCCO	-2.8
COC(=O)CCC(=O)N1CCc2cc(S(=O)(=O)N3CCN(c4ccccc4Cl)CC3)ccc21	-7.8
CN(C)c1ccc(C(=O)OCc2ccccc2)cc1	9.2
C=CCSc1nc(C)c(CC(=O)OCCCC)c(=O)[nH]1	-0.6
COc1cccc(C(=O)NCC2CCN(c3ccc(S(=O)(=O)N4CCOCC4)cc3)CC2)c1	1.3
CCOc1ccc(C(=O)Nc2ccccc2N2CCCC2)cc1	-3.8
CN1CCN(C(=O)C2(NC(=O)Nc3cccc(F)c3)CCCCC2)CC1	-2.8
Cn1c(Cc2csc(N)n2)nnc1SC/C=C/c1ccccc1	9.4
CC1=CC(C)(C)N(C(=O)c2ccccc2)c2ccc(C)cc21	4.0
CCCCCC(=O)N1CCN(CCN=CC2=C(O)CC(c3ccc(OC)c(OC)c3)CC2=O)CC1 (stereo not given)	3.7
CC(C)NC(=O)c1cc(C(=O)c2cc(Cl)ccc2O)coc1=N	2.5
